D3 antag – qHTS of D3 Dopamine Receptor Antagonist: qHTS | D(3) dopamine receptor (Homo sapiens), P35462 | D3R cells, DiscoveRx beta-arrestin luminescence, antagonist mode; stronger effect = lower value | max response, negative = inhibition, % | hit rate 2.5% among 360,000 | AID 652054, 2013; in the data active = max response below about -50%; inconclusive = no clear call, values can overlap the other calls; note: % is set by controls: 0 for no effect and ±100 for the full control effect; mostly tested at two doses, the higher about 12 µM
Target sequence (P35462 whole entry, looked up): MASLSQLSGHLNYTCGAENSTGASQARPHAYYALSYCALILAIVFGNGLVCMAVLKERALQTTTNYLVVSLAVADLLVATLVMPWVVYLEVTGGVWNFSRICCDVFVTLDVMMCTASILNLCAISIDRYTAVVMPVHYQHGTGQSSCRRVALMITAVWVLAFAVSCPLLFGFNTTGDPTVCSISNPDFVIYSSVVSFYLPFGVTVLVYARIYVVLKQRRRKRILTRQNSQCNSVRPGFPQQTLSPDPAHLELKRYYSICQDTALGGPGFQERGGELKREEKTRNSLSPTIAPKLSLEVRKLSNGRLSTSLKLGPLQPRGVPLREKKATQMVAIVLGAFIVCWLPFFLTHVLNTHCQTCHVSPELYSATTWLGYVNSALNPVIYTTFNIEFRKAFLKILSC
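Cells plated overnight at 1500 cells/well, then exposed to library compounds with dopamine controls for 90 minutes at 37 degrees C. DiscoveRx reagent added for 30–60 minutes at room temperature; luminescence read, quantitative HTS format.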
pAkt inh – HTS Assay for Inhibitors of Akt Phophorylation: Primary Screen. activity change, % for hits at 50 µM. AID 651550, 2012. hit rate 0.32% among 360,000. Neuro2A IGF-stimulated pAkt S473 HTRF, 20 min; stronger effect = lower value; in the data active = activity change below about -80%; inconclusive = mostly about -51% to -80%; note: % is set by controls: 0 for no effect and ±100 for the full control effect
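Neuro2A cells (4,500/well, DMEM with 0.5% FBS) were treated with compound at a single 50 µM final concentration, stimulated with 6 nM IGF for 20 min at 37 °C, and lysed. Phospho-Akt Ser473 was read by HTRF as 665/615 ratio ×10^4.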
DRD3 agonist – qHTS of D3 Dopamine Receptor Agonist: qHTS; hit rate 0.58% among 410,000; max activation, %; D(3) dopamine receptor (Homo sapiens), P35462; AID 652048, 2013; D3R DiscoveRx beta-arrestin cells, luminescence, 90 min; in the data active = max activation above about 30%; note: 0% is about no effect; mostly tested at two doses, the higher about 12 µM
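Agonist-mode cell screen: cells plated at 1500/well and incubated overnight at 37 °C, then exposed to library compounds for 90 min at 37 °C. Detection reagent was added for 30–60 min at room temperature, and luminescence was read.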
CCT chaperon mod – High-Throughput Screening for Modulators of Cytosolic Chaperonin Activity | purified chaperonin ATPase assay, HTRF ADP detection, 30 min | hit rate 0.3% among 360,000 | activity change, % (concentration not given with the values), hits read low; in the data active = activity change below about -30%; note: % is set by controls: 0 for no effect and ±100 for the full control effect
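TRiC at 40 or 20 nM final (batch-dependent) in 30 mM Tris pH 7.4, 100 mM KCl, 5 mM MgCl2, 1 mM DTT, with compound at single 76 uM and 10 uM ATP, 30 min at 37 deg C. ADP detected by HTRF Transcreener, 665/615 ratio.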
Mm-Cpn inhibitor – Inhibitors of TCP-1 ring complex (TRiC) of Methanococcus maripaludis (MmCpn): qHTS | Chaperonin Mm-Cpn (Methanococcus maripaludis) | purified Mm-Cpn ATPase, ADP Transcreener TR-FRET | Potency, µM (titrated, usually from 76.9 µM), for inactives: at the top dose activity, negative = inhibition, most hits filed as inhibitors | hit rate 0.031% among 330,000; note: potency is the fitted concentration of half-maximal effect; % is set by controls: 0 for no effect and ±100 for the full control effect; nearly all actives have a fitted effect of over 80% in size
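TR-FRET (320 nm excitation; 590 and 665 nm emission) reports ADP made from 10 uM ATP by 25 nM enzyme; compounds were preincubated 10 min, reaction run 30 min, both at 37°C.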
EPAC2 antag – qHTS for Antagonist of cAMP-regulated guanine nucleotide exchange factor 2 (EPAC2): primary screen | Rap guanine nucleotide exchange factor 4 (Homo sapiens), Q8WZA2 | EPAC2 GEF exchange of Rap1B-BODIPY-GDP, fluorescence | Potency, µM (highest dose often 114 µM), for inactives: at the highest dose activity, negative = inhibition, actives largely listed as inhibitors | hit rate 0.18% among 360,000 | AID 720708, 2013; note: potency is the fitted concentration of half-maximal effect; % is set by controls: 0 for no effect and ±100 for the full control effect; nearly all actives have a fitted effect of over 45% in size; many of its hits are not listed in these tables
EPAC2 ag – qHTS for Agonist of cAMP-regulated guanine nucleotide exchange factor 4 (EPAC2): primary screen | AID 720711, 2013 | Potency, µM (doses to about 154 µM), for the others: at the top dose activation, actives largely listed as activators | EPAC2 activation, biochemical qHTS; response scale: 100% = 6.5 mM cAMP response | hit rate 0.079% among 360,000; note: potency is the fitted concentration of half-maximal effect; nearly all actives have a fitted effect of over 50% in size
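Setup: EPAC2 100 nM, labeled Rap1B complex 250 nM, free GDP 50 uM. Compound titrations pinned in, brief spin, 5 min room temperature incubation. Kinetic fluorescence read over 30 min, normalized to 6.5 mM cAMP.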
PTHR1 agonist – qHTS for PTHR1 Agonists: Primary Screen; AID 743266, 2014; Potency, µM (highest dose often 115 µM), without a hit: at the top dose activation, actives largely listed as activators; hit rate 0.075% among 410,000; Parathyroid hormone/parathyroid hormone-related peptide receptor (Homo sapiens), Q03431; HEK293 GP2 PTHR1 cells, GloSensor cAMP luminescence, 1 h; note: potency is the fitted concentration of half-maximal effect; nearly all actives have a fitted effect of over 55% in size; some results filed as inactive show a strong effect at the top dose; inactives centre near -15; many of its hits are not listed in these tables
Target sequence (Q03431 whole entry, looked up): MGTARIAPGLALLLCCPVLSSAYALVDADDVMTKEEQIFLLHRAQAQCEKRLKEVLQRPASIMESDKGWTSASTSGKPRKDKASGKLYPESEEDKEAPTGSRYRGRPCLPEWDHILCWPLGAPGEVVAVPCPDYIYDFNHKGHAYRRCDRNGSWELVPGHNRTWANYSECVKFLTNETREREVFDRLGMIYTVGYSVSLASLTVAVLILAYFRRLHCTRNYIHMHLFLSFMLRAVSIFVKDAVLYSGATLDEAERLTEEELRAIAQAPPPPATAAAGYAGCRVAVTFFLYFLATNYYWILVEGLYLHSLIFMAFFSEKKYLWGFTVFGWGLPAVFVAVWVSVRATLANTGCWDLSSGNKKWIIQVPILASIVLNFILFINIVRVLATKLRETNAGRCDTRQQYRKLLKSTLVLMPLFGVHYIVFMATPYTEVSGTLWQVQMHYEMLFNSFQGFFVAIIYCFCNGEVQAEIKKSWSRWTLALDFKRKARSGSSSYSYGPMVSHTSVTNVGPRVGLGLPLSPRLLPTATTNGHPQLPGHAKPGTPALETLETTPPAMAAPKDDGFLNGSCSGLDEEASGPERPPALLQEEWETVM
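HEK-293-derived GP2 cells expressing PTHR1 and a GloSensor cAMP reporter, 3,000/well, plated overnight, given luciferin plus IBMX (each 0.5 mM as added) for 1 h at 37 °C, then compound for 1 h at 37 °C. Luminescence was read after 15 min at room temperature.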
An asterisk follows results filed as active; i = inactive; ? = inconclusive; . = not tested or not shown; [ ] = dose if it differs, or a comment. Unless noted, calls come from the whole dose curve; as a rule, active = well fitted curve in the direction sought with a large enough effect; inconclusive = small, poorly fitted or top-dose-only effect, or another doubt; inactive = no such curve, though single readings can be large; an effect the other way counts as inactive or inconclusive. Not all compounds are listed; count on the stated rates, not on these rows.

The first three entries (preview)
Compound	EPAC2 antag	D3 antag	PTHR1 agonist	pAkt inh	CCT chaperon mod	Mm-Cpn inhibitor	DRD3 agonist	EPAC2 ag
COC(=O)C1=C(c2ccc(-c3ccccc3)c(F)c2)C[C@@H]2CC[C@H]1N2C(=O)N1CCC(O)CC1	-24%	-19	-22%	i	-1.7	2%	10	10%
O=C(O)c1ccc2c(c1)C1C(Cl)C(Sc3ccccc3[N+](=O)[O-])CC1C(c1cccc([N+](=O)[O-])c1)N2 (configuration not stated)	-20%	10	-31%[inhibitor]	i	-0.5	-1%	-6	2%
N#CC(Br)Br	-8%	28	-7%	i	-2.2	1%	21	7%

All compounds of this part, previewed entries included:
Compound	EPAC2 antag	D3 antag	PTHR1 agonist	pAkt inh	CCT chaperon mod	Mm-Cpn inhibitor	DRD3 agonist	EPAC2 ag
COC(=O)C1=C(c2ccc(-c3ccccc3)c(F)c2)C[C@@H]2CC[C@H]1N2C(=O)N1CCC(O)CC1	-24%	-19	-22%	i	-1.7	2%	10	10%
O=C(O)c1ccc2c(c1)C1C(Cl)C(Sc3ccccc3[N+](=O)[O-])CC1C(c1cccc([N+](=O)[O-])c1)N2 (configuration not stated)	-20%	10	-31%[inhibitor]	i	-0.5	-1%	-6	2%
N#CC(Br)Br	-8%	28	-7%	i	-2.2	1%	21	7%
COc1ccc2c3c([nH]c2c1)C(C)NCC3 (configuration not stated)	?	-7	-24%	i	-12	.	4	8%
COC(/C(C)=C/C=C/C(C)=C/c1coc(C)n1)C(C)C1CC(O)C2(C)OC2C=CC(C)C2CC(CC(=O)O2)CC2OC2C(=O)O1 (configuration not stated)	-4%	-7	i	i	-2.2	.	3	10%
Cc1ccc2ccccc2c1NC(=O)CNC1CCCCC1	7%	-23	i	i	2.2	0%	2	-7%
CCCCn1c(O)c(/C=N/NC(=O)c2ccncc2)c(=O)[nH]c1=O	2%	7	i	i	-1.8	1%	7	13%
Cn1c(C(=O)N2CCC3(CC2)OCCO3)cc2c(=O)n(C)c3ccccc3c21	-1%	11	i	i	-1.6	1%	23	1%
CCCN1CC(C)C(OC(C)=O)(c2ccccc2)CC1C (configuration not stated)	0%	5	5%[57.5 µM]	i	-0.7	-2%	-3	0%
Oc1c(Cl)cccc1Cc1cc(Cl)cc(Cl)c1O	22µM*	-8	-23%	i	-0.1	.	21	0%
Clc1cccc(Cl)c1Cl	-11%	-22	-21%	i	-1.6	0%	18	9%
O=c1cccc2n1CC1CC2CN(S(=O)(=O)c2ccc(F)cc2)C1 (configuration not stated)	3%	13	i	i	1.5	-1%	2	11%
O=C1N(c2nncs2)CCN1[N+](=O)[O-]	-11%	-1	i	i	-1.5	0%	0	2%
CC1(C)CC[C@]2(C)CC[C@]3(C)C4C[C@@H]5OO[C@@]6(O5)C(CCCC6(C)C)[C@]4(C)CC[C@@]3(C)C2C1 (some centres not stated)	1%	-8	-14%	i	-1.0	.	9	-5%
Cc1cccc(-n2c(CN3C(=O)c4ccccc4C3=O)nc3ccccc3c2=O)n1	-3%	-7	i	i	-1.1	.	1	-6%
Cn1cc[n+](C)c1P(=S)(c1ccccc1)c1ccccc1	-1%	18	i	i	0.7	2%	1	1%
Cc1ccccc1-n1c(O)c(C=NCCN2CCOCC2)c(=O)[nH]c1=O	-2%	5	-20%[57.5 µM]	i	0.2	2%	1	8%
COc1ccc(C(CNC(=O)CCc2ccsc2)N(C)C)cc1 (configuration not stated)	4%	-4	i	i	-0.1	0%	-14	5%
CC(=O)O[C@H]1CCC2C3CCC4=CC(=O)CCC4=C3C=C[C@@]21C (some centres not stated)	14%	-18	-19%	i	-1.7	-1%	-4	10%
Cc1cccc(C)c1-n1nnnc1C(c1cccs1)N1CCC2(CC1)C(=O)NCN2c1ccccc1 (configuration not stated)	10%	3	5%	i	0.3	.	1	-5%
Cc1cccc(CN2CCN(Cc3ccc(Cl)cc3)CC2)c1	6%	-64*	i	i	0.5	2%	-22	2%
O=c1[nH]c(=S)n(Cc2ccc(F)cc2)c(O)c1C=NCc1cccnc1	1%	-8	29%[57.5 µM]	i	-1.5	-1%	-10	0%
CC1CN(c2cc([N+](=O)[O-])ccc2Cl)CC(C)N1 (configuration not stated)	0%	?	i	i	-2.0	0%	-15	9%
CCOC(=O)C(O)(c1ccc(N(CC)S(=O)(=O)c2ccccc2)cc1)C(F)(F)F (configuration not stated)	-12%	-17	-1%[57.5 µM]	i	-4.6	-1%	-7	4%
C[n+]1c(-c2ccccc2)c2cc(N)ccc2c2ccc(N)cc21	-21%	4	-3%	i	0.2	-24%	-2	3%
C#C[C@]1(O)CC[C@H]2[C@@H]3CCC4=Cc5nc6nc7ccccc7n6cc5C[C@]4(C)[C@H]3CC[C@@]21C	9%	0	-23%	i	-3.0	-2%	-56	4%
CCn1c(P(C)(=O)O)nc2cc(NC(=O)c3ccccc3F)ccc21	10%	16	i	i	-0.3	-3%	4	-3%
CC(=NCCN(C)C)c1c(O)n(Cc2ccccc2)c(=O)[nH]c1=O	-4%	10	i	i	-0.3	-1%	4	2%
CN1CCN(c2ccc([N+](=O)[O-])c(N)c2)CC1	-19%	-25	-24%	i	0.8	-1%	2	-5%
O=C(NC1CCCCC1)N1Cc2cc(-c3cccc(F)c3)ccc2-n2nncc2C1	9%	-8	-12%	i	-0.8	.	-8	1%

Carrying on.
Compound	EPAC2 antag	D3 antag	PTHR1 agonist	pAkt inh	CCT chaperon mod	Mm-Cpn inhibitor	DRD3 agonist	EPAC2 ag
O=C(c1cc(S(=O)(=O)N2CCCCC2)ccc1F)N1CCC2(CC1)OCCO2	9%	-20	-4%	i	-2.6	0%	10	8%
C=CCN1C(=O)NC(=O)/C(=C/C=C/c2ccccc2)C1=O	-2%	-1	-46%[inhibitor]	i	-1.0	0%	2	1%
C/C=C/CC#N	-12%	4	i	i	-0.8	-2%	16	6%
CC1CN=C(Nc2ccccc2)S1 (configuration not stated)	4%	6	i	i	0.5	-1%	14	-2%
Cc1ccc(N=Nc2cc(C)ccc2N)cc1	-18%	-1	-39%[inhibitor]	i	-4.1	1%	-11	15%
O=C(COc1ccccc1)Nc1ccc(Cl)cc1C(=O)c1ccccc1	-7%	2	i	i	-0.8	1%	-1	7%
O=C1OC(c2ccc(Cl)cc2)=N/C1=C\N1CC2CC(C1)c1cccc(=O)n1C2 (configuration not stated)	-18%	4	-20%	i	-1.4	0%	-2	-3%
COC(=O)C1=C(c2ccc3ccccc3c2)C[C@@H]2CC[C@H]1N2C	-15%	0	0%	i	-1.3	1%	-50	4%
CCN(CC)C(=O)c1ccc(NC(=O)c2cc(S(=O)(=O)N3CCCCCC3)ccc2OC)cc1	-7%	7	-10%	i	2.0	3%	0	2%
Cn1c(=O)n(CC(=O)N2CCC3(CC2)OCCO3)c(=O)c2ccccc21	-5%	-15	i	i	-0.5	-2%	-6	-5%
CCc1ccc(CNCCc2ccccc2F)cc1	-4%	-11	i	i	-4.0	2%	-14	-8%
CC1=NN=C(c2ccc(N)cc2)c2cc3c(cc2C1)OCO3	4%	0	-17%	.	0.2	-1%	17	2%
O=C(N=Nc1c(O)[nH]c(=O)[nH]c1=O)C1COc2ccccc2O1 (configuration not stated)	4%	10	-1%	i	-1.5	0%	2	13%
CC1CN(CCc2ccccc2)CC(C)O1 (configuration not stated)	-2%	11	-15%	i	-3.2	0%	-7	10%
O=C1NCCOC(=O)[C@H](Cc2ccc(F)cc2)CC/C=C/C[C@@H]1CC(=O)N(CCO)Cc1ccccc1	0%	-24	-41%[inhibitor]	i	-2.6	?	3	8%
COc1ccc(-n2c(/C=C/c3ccc(O)cc3)nc3ccccc3c2=O)cc1	5%	37	-48%[inhibitor]	i	-0.2	0%	10	11%
Cc1cc[n+](Cc2ccccc2)cc1	1%	15	-24%	i	-2.0	1%	3	5%
CCC(C)N1C(=O)NC(=O)C2(Cc3c(ccc4ccccc34)N(C)C2)C1=O (configuration not stated)	-8%	21	-14%	i	0.2	-3%	9	9%
CCN(CC)C(=O)c1ccc(NC(=O)CNC(C)c2cccc3ccccc23)cc1 (configuration not stated)	-5%	-7	-1%	i	-0.8	0%	-6	0%
C=CCC1C(=O)NC(=S)NC1=O	-1%	-13	-5%	i	1.4	1%	-4	-5%

Compounds from the list above containing a nitro group on carbon (three):
Compound	EPAC2 antag	D3 antag	PTHR1 agonist	pAkt inh	CCT chaperon mod	Mm-Cpn inhibitor	DRD3 agonist	EPAC2 ag
O=C(O)c1ccc2c(c1)C1C(Cl)C(Sc3ccccc3[N+](=O)[O-])CC1C(c1cccc([N+](=O)[O-])c1)N2 (configuration not stated)	-20%	10	-31%[inhibitor]	i	-0.5	-1%	-6	2%
CC1CN(c2cc([N+](=O)[O-])ccc2Cl)CC(C)N1 (configuration not stated)	0%	?	i	i	-2.0	0%	-15	9%
CN1CCN(c2ccc([N+](=O)[O-])c(N)c2)CC1	-19%	-25	-24%	i	0.8	-1%	2	-5%

Structural class: those above containing a cyano group.
Compound	EPAC2 antag	D3 antag	PTHR1 agonist	pAkt inh	CCT chaperon mod	Mm-Cpn inhibitor	DRD3 agonist	EPAC2 ag
N#CC(Br)Br	-8%	28	-7%	i	-2.2	1%	21	7%
C/C=C/CC#N	-12%	4	i	i	-0.8	-2%	16	6%
